# Source: PubChem BioAssay (several laboratories)
# E coli WT exp: blocks growth of wild type E. coli BW25113; growth inhibition, % at 100 µM; OD600 absorbance; AID 710; 98,000 tested, 0.15% active;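 active = growth inhibition above about 50% at one test dose, limit read from the data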;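 also: growth measured after 20 h incubation at 37 °C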
# PostGolgi yeast: growth inhibition of a yeast mutant, post-Golgi transport screen | post-Golgi transport phenotypic cell assay | inhibition, % at 10 µM | 98,000 tested, 0.9% active | AID 739;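 also: yeast cells grown in 1536-well plates; yeast grown about 18 h at 30C before absorbance read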
# PTPN22 act: LYP (human) phosphatase activation; Q9Y2R2; recombinant LYP, DiFMUP fluorescence; 0 = plate median, 100 = signal doubled; activation, % at 2 µM; 96,000 tested, 0.11% active; AID 697;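 active = activation at 2 µM above a set limit, the mean plus 5 SD, cut at about 37% in these data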
# CYP2C9 act: CYP2C9 (human) activation; P11712; recombinant CYP2C9, luciferin-H conversion, luminescence; hits give high values; factor 1 = untreated enzyme, 0 = blocked; activation factor at 5 µM; 96,000 tested, 1.4% active;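 active = activation factor of 2 or more for CYP2C9 at a 5 µM dose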;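 also: 0 = sulfaphenazole-blocked wells and 1 = vehicle-only wells; values of inactives mirror those of a sister screen read the other way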
# PTK2B oligo ant: blocks oligomerization of human Pyk2 in cells | Q293 cells, Pyk2 FERM NanoBiT luminescence; hits give low values | 99,000 tested, 0.83% active | z-score (the deposit names both 25 µM and 10 µM);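 active = Z-score of -3 or lower, scaled per plate to the spread of control and sample wells; inactive = z-score above -3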;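 also: negative z-score means lost luminescence so less FERM oligomerization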
# CYP2C9 inh: human CYP2C9 inhibition | P11712 | CYP2C9 Supersomes, luciferin-H conversion, luminescence | inhibition, % at 5 µM | 96,000 tested, 20% active;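 active = blocking of liver enzyme CYP2C9 beyond about 50% at 5 µM, limit read from the data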; also: values of inactives mirror those of a sister screen read the other way
# PostGolgi ctrl: inhibits growth of the yeast control strain; efflux-deficient yeast background strain, growth absorbance A615, 16 h; 98,000 tested, 5% active; AID 738; inhibition, % at 10 µM
# hDAT+cocaine: human DAT dopamine uptake with cocaine, either direction; Q01959; LLC-PK1 hDAT cells, [14C]-dopamine uptake with cocaine IC80; actives deviate in either direction; B-score at 10 µM; 110,000 tested, 1.3% active; AID 449768;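 active = Z score or B-score, a plate-position-corrected score, falls beyond the plate's 99.7% confidence bounds, in either direction; inactive = both scores lie inside the 99.7% bounds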;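 also: scored against the spread of the other compound wells on the same plate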
# Target sequence (Q01959 whole entry, looked up): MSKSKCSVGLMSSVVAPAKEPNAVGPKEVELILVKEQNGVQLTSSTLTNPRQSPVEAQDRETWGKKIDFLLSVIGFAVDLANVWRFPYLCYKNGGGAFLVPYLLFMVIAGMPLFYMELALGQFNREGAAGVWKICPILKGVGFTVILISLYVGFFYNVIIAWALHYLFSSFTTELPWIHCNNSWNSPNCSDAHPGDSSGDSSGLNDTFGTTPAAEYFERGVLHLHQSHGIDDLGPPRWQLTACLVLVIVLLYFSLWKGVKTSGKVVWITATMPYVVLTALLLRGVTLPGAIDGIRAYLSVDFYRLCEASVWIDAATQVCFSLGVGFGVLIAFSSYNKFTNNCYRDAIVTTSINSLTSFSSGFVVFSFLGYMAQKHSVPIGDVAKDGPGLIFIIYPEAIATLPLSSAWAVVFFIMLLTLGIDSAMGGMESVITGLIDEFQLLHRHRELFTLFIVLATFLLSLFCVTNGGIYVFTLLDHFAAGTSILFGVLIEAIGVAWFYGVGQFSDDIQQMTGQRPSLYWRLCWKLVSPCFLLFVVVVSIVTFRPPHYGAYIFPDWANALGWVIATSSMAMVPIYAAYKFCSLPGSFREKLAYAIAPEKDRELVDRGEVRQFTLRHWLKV
# PTPN22 inh 2: inhibitors of human LYP (PTPN22) phosphatase. inhibition, % at 2 µM. 96,000 tested, 0.21% active. recombinant LYP catalytic domain, DiFMUP fluorescence. Q9Y2R2;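 active = inhibition at 2 µM at or above a set limit, the screen mean plus 3 SD, cut at about 24% in these data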;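 also: 0% = DMSO with enzyme and 100% = enzyme fully blocked by orthovanadate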
# * marks the source's active call; other numbers are inactive results; i = inactive; x = not tested or not shown. Rule as the data show it, unless noted: active = inhibition above about 30%; inactive = the rest.
SMILES,E coli WT exp,PostGolgi yeast,PTPN22 act,CYP2C9 act,PTK2B oligo ant,CYP2C9 inh,PostGolgi ctrl,hDAT+cocaine,PTPN22 inh 2
CCCOc1ccccc1C(=O)NC(CO)C(=O)O (centres undefined),1,7,1,0.8,1.1,23,-5,-0.4,0
Cc1ccc2nc(NCCCN3CCOCC3)c(C=NCCCN3CCOCC3)c(=O)n2c1,8,-2,0,0.9,-1.5,10,-2,0.11,6
COc1cccc(C(=O)Nc2cc(C(F)(F)F)ccc2Cl)c1,-10,2,-4,2.7*,-0.62,-174,1,0.7,6
O=c1c2cc(Br)ccc2[nH]c(=S)n1Cc1cccnc1,-8,-4,0,0.9,-1.3,12,9,x,-2
O=C(CCn1nc(-c2ccccc2)c2ccccc2c1=O)N1CCN(c2ccccc2)CC1,-6,7,-1,0.1,-0.71,85*,14,0.56,-2
COc1ccccc1N1CCN(C(=O)CSc2nc(N)cc(=O)[nH]2)CC1,7,-5,-4,1.4,2.2,-40,3,0.027,6
CC1C(=O)CCCCCCCCCC2C1(N1CCOCC1)CS2(=O)=O (centres undefined),x,x,2,x,-0.49,x,x,0.31,0
COC(=O)c1ccc(Sc2ccc(F)cc2)c(N)c1,14,8,-2,0.6,1.2,43,7,-0.88,1
Cc1ccccc1-n1c(SCC(=O)c2cc(C)n(C)c2C)nnc1-c1cccnc1,7,-5,1,0.4,0.06,62*,-1,2.8,1
CCOc1ccc(NC(=O)CN2CCN(C3c4ccccc4-c4ccccc43)CC2)cc1,x,x,-6,x,-0.14,x,x,0.45,4

# CYP2C9 act: what is marked active above.
SMILES,PTPN22 act,CYP2C9 act,PTK2B oligo ant,CYP2C9 inh,PostGolgi ctrl,hDAT+cocaine,PTPN22 inh 2
COc1cccc(C(=O)Nc2cc(C(F)(F)F)ccc2Cl)c1,-4,2.7*,-0.62,-174,1,0.7,6

# Next part:
SMILES,E coli WT exp,PostGolgi yeast,PTPN22 act,CYP2C9 act,PTK2B oligo ant,CYP2C9 inh,PostGolgi ctrl,hDAT+cocaine,PTPN22 inh 2
Cc1ccsc1C(C(=O)NC1CCCCC1)N(C(=O)c1csnn1)C1CC1 (centres undefined),5,-2,-1,0.9,-0.23,12,-3,0.53,-2
O=C1CC2(CCCCC2)Oc2ccc(O)cc21,-6,1,-2,0.8,0.74,16,6,2.4,0
CCCOC(=O)C1C2C=C[C@]3(CN(CCc4ccccc4)C(=O)[C@H]13)O2 (some centres undefined),9,19,-4,1.1,0.69,-9,10,0.75,1
O=c1oc2cc(Oc3c([N+](=O)[O-])cc(C(F)(F)F)cc3[N+](=O)[O-])ccc2c2c1CCCC2,11,106*,-8,1.6,-0.26,-58,85*,-0.85,10
O=C1C(Cl)=C(Nc2ccccc2O)C(=O)N1c1ccccc1,1,-10,-4,0.9,-0.57,12,15,1.2,3
O=C(CSc1nnc(-c2ccccc2)o1)Oc1ccc(Br)cc1,3,-4,0,1,0.24,1,-1,-0.31,0
CC(C)CCN1CC(C(=O)NCc2ccccc2)CC1=O (centres undefined),-1,10,-10,1,0.61,-3,7,-0.54,13
O=C(c1ccc(Cl)cc1)c1cnc(Nc2ccccc2Cl)s1,-25,-13,-18,0.9,-0.51,11,2,-0.051,21
CCOC(=O)c1c(-c2ccc(C)o2)csc1NC(=S)NC(=O)c1ccccc1Br,-31,5,2,0.3,-1.8,71*,11,-0.0099,-4
CC(c1ccco1)N(C(=O)COc1ccc(Cl)cc1)c1ccccn1 (centres undefined),2,4,14,0.9,0.77,14,-6,2.4,-10

# The final 3 records of the part above are carried over, then new ones follow:
SMILES,E coli WT exp,PostGolgi yeast,PTPN22 act,CYP2C9 act,PTK2B oligo ant,CYP2C9 inh,PostGolgi ctrl,hDAT+cocaine,PTPN22 inh 2
O=C(c1ccc(Cl)cc1)c1cnc(Nc2ccccc2Cl)s1,-25,-13,-18,0.9,-0.51,11,2,-0.051,21
CCOC(=O)c1c(-c2ccc(C)o2)csc1NC(=S)NC(=O)c1ccccc1Br,-31,5,2,0.3,-1.8,71*,11,-0.0099,-4
CC(c1ccco1)N(C(=O)COc1ccc(Cl)cc1)c1ccccn1 (centres undefined),2,4,14,0.9,0.77,14,-6,2.4,-10
Cn1c(SCC(=O)Nc2ccccc2)nnc1-c1ccc(NC(=O)CCc2ccccc2)cc1,x,x,4,x,0.31,x,x,0.68,-3
COc1ccc(N2C(=O)CC(N(Cc3ccc(S(N)(=O)=O)cc3)C(C)=O)C2=O)cc1 (centres undefined),0,14,-2,1.1,-0.43,-14,0,-0.31,0
CC1CCCC(C)N1C(=O)Cn1c(=O)sc2ccccc21 (centres undefined),1,0,-2,1,x,4,8,-0.42,1
CCN1CCN(c2cc(SC(C)C)nc(-c3ccc(OC)cc3)n2)CC1,-8,2,3,0.9,-1.1,8,22,x,0
O=C(Nc1nnc(SCc2ccc(F)cc2)s1)c1ccco1,-17,-1,5,0.9,0.33,15,7,-0.4,-5
CCCc1c(O)nc(SCCN(CC)CC)n(C(=O)c2ccccc2)c1=O,-11,2,15,0.8,0.05,19,8,-1.5,-16
CC(C)(C)n1nnnc1C(c1cccc(C(F)(F)F)c1)N1CCOCC1 (centres undefined),-3,-1,-4,0.9,1.1,14,25,-0.094,2
O=C(CN1CCN(c2nc(-c3ccc(F)cc3)cs2)CC1)Nc1ccc2c(c1)OCO2,-5,-9,-6,0.5,0.36,47,22,-0.28,4
COc1cccc(OCCCOc2ccccc2C(C)C)c1,6,-1,-1,0.9,-0.53,6,11,-0.18,4
O=C(CSc1nnnn1-c1ccccc1)Nc1ccc(N2CCOCC2)c(Cl)c1,-8,7,-5,1,-1.7,-3,1,-0.45,4
CCN1c2cccc3cccc(c23)S1(=O)=O,-2,-11,3,6.2*,0.52,i,-5,x,-4
COc1cc2c(cc1OC)C(c1cccs1)N(C(=O)C(C)C)CC2 (centres undefined),20,0,-7,0.6,1.1,44,-4,-0.27,4
COc1ccc(-n2cnc3cc(NC(=O)c4ccco4)ccc32)cc1,6,3,-4,1,-0.64,-3,1,2.1,5
COc1cccc2sc(Nc3nc(C)c(C(C)=O)s3)nc12,-8,5,10,0.4,-0.15,64*,9,0.17,-9
CCN=C1SC(CC(=O)Nc2sc(C)c(C)c2C(=O)OC)C(=O)N1CC (centres undefined),-8,-7,4,0.8,-1.5,17,-12,-0.54,-6
COc1ccc(OC)c(Nc2nc(N)nc(CSc3nnc(-c4ccncc4)o3)n2)c1,-5,-4,-1,0.5,x,46,4,x,4
Cc1c(/C(O)=C2\C(=O)C(=O)N(CCN(C)C)C2c2ccco2)cnn1-c1ccccc1 (centres undefined),1,-8,-15,1,1.7,0,1,0.86,14
COCCn1cnnc1SCC(=O)Nc1ccccc1C(=O)Nc1ccc2c(c1)OCO2,4,-3,-3,0.1,1.3,94*,5,-0.54,1
COc1ccccc1NC(=O)CSc1nnc(C)n1Cc1ccccc1,5,-2,-10,1,-0.2,-3,15,0.55,10
O=C(COC(=O)C1CC(=O)N(c2ccc3c(c2)OCCO3)C1)NC1CCCc2ccccc21 (centres undefined),-3,-5,-1,0.8,0.43,21,4,-0.53,-2
CC1CCCC(C)N1CC(O)COc1ccc(Cl)cc1 (centres undefined),5,3,-3,1.1,-1.5,-10,3,0.54,3
O=C(Nc1ccn(Cc2ccccc2F)n1)c1ccc(COc2cccc(Br)c2)cc1,-12,-9,3,0.1,0.68,88*,8,0.85,-1
CS(=O)(=O)N(CCc1ccccc1)CC(=O)N1CCN(c2ccccc2F)CC1,-5,2,1,0.7,1.4,27,-4,0.43,3
O=S(=O)(Nc1cc(Cl)ccc1N1CCCCC1)c1cccs1,-6,-7,-8,0.5,0.3,53*,25,-1.2,6
COc1ccccc1NC(=O)c1cc(S(=O)(=O)N2CCOCC2)ccc1Cl,-2,-14,4,1.1,0.58,-12,19,-0.85,-10
O=C(O)CCCNS(=O)(=O)c1cccs1,0,0,8,1,-0.1,2,14,-0.035,-11
CC1=C(c2ccccc2)[N+](=O)C2(CCCC2)N1[O-],2,1,35,1,0.1,4,14,-0.75,-38
CC(Sc1nnnn1C)C(=O)Nc1ccc(N2CCOCC2)cc1 (centres undefined),-6,7,x,1.1,-0.42,-5,-10,-7.8*,x
O=C(CN1CCC(NC(=O)Cc2ccccc2)CC1)Nc1cccc2ccccc12,-1,-26,3,0.8,-0.47,23,-2,0.082,-1
COc1ccc(OC)c(-c2cc(C(=O)N3CCc4ccccc4C3)no2)c1,-19,-1,4,1.7,-0.1,-73,41*,2.9*,-7
O=C(CSc1ncnc2c1cnn2CCc1ccccc1)Nc1cccc(C(F)(F)F)c1,-17,-1,0,0,0.76,98*,4,-0.72,-4
COc1cc(C2=NOC(C(=O)NCc3ccco3)C2)cc(OC)c1OC (centres undefined),10,7,5,1.5,0.11,-47,7,-0.37,-8
O=C(/C=C/Nc1ccc(F)cc1)c1ccco1,9,3,-8,1,0.15,3,4,0.093,8
COc1cc(-c2nc3cnccc3n2C)cc(OC)c1OC,5,-2,-4,1,-0.8,2,-7,0.88,2
CN1CCN(c2ccc(NC(=O)COc3ccc(Cl)cc3Cl)cc2)CC1,7,0,-4,1.2,-0.4,-17,5,0.66,2
Cc1ccc(OCCn2c(C)c(/C=N/n3cnnc3)c3ccccc32)cc1,-18,8,-6,0.1,-0.32,89*,4,-1.2,3
O=C(CC1Oc2ccccc2NC1=O)NCCCN1CCN(Cc2ccccc2)CC1 (centres undefined),-1,4,2,1.3,x,-29,x,-0.41,-4
COc1cccc(NC2C=CS(=O)(=O)C2)c1 (centres undefined),x,x,6,x,1.3,x,x,0.29,-5
COCCn1c(C)cc(C(=O)CSc2nc3ccccc3c(=O)[nH]2)c1C,2,2,-6,1.8,0.07,-80,8,-0.96,10
CSc1nnc2c(n1)OC=Nc1ccccc1-2,-6,2,-10,x,-0.63,x,5,0.014,10
Cc1ccc2cc(CCNC(=O)CC(C)C)c(=O)[nH]c2c1,0,3,-1,x,x,x,-3,0.031,-2
COc1ccc2[nH]c(=O)c(CN(CCCN(C)C)C(=O)Nc3ccc(F)cc3)cc2c1,3,2,2,1.1,-0.77,-5,10,0.14,-3
O=C(NC1CCCCC1)N(Cc1cc2cc3c(cc2[nH]c1=O)OCCO3)CC1CCCO1 (centres undefined),-4,7,-6,0.9,0.16,15,5,0.26,4
CCOC(=O)c1[nH]c2ccccc2c1N=CN(C)C,x,x,-7,x,-0.34,x,x,0.09,6

# As a short view, some entries already given:
SMILES,E coli WT exp,PostGolgi yeast,PTPN22 act,CYP2C9 act,PTK2B oligo ant,CYP2C9 inh,PostGolgi ctrl,hDAT+cocaine,PTPN22 inh 2
CSc1nnc2c(n1)OC=Nc1ccccc1-2,-6,2,-10,x,-0.63,x,5,0.014,10
Cc1ccc2cc(CCNC(=O)CC(C)C)c(=O)[nH]c2c1,0,3,-1,x,x,x,-3,0.031,-2
COc1ccc2[nH]c(=O)c(CN(CCCN(C)C)C(=O)Nc3ccc(F)cc3)cc2c1,3,2,2,1.1,-0.77,-5,10,0.14,-3

# An excerpt from above in order of the PTPN22 act value, falling.
SMILES	PTPN22 act
CC(c1ccco1)N(C(=O)COc1ccc(Cl)cc1)c1ccccn1 (centres undefined)	14
O=C(CSc1ncnc2c1cnn2CCc1ccccc1)Nc1cccc(C(F)(F)F)c1	0
COc1ccc(N2C(=O)CC(N(Cc3ccc(S(N)(=O)=O)cc3)C(C)=O)C2=O)cc1 (centres undefined)	-2
COc1cc2c(cc1OC)C(c1cccs1)N(C(=O)C(C)C)CC2 (centres undefined)	-7
Cc1c(/C(O)=C2\C(=O)C(=O)N(CCN(C)C)C2c2ccco2)cnn1-c1ccccc1 (centres undefined)	-15
